M. tuberculosis: growth inhibition of non-replicating M. tuberculosis (AID 488890) | Mycobacterium tuberculosis non-replicating, growth inhibition; higher % means a stronger effect | one-dose inhibition, % at 25 µM; IC50 in µM for titrated hits | 320,000 tested, 0.39% active; in the data active = a potency from the dose series; inconclusive = inhibition mostly from about 82% at the one dose, without a potency; inactive = the rest, 99 in 100 with inhibition below about 76%;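 note: plate controls were DMSO cells for no effect and high antibiotic wells for full effect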
influenza NS1A: H1N1 influenza NS1A inhibitors, functional cell based assay (AID 504329); NS1A functional cell-based assay, percent inhibition; higher % means a stronger effect; one-dose inhibition, % at 12.5 µM; IC50 in µM for titrated hits; 340,000 tested, 0.3% active; in the data active = a potency from the dose series; inconclusive = inhibition above about 27% without an active follow-up result; note: strong numbers were not always called active
VEEV TC-83 Vero: inhibitors of VEEV TC-83 cytopathic effect, confirmation, Vero cells (AID 588727); Vero cells, VEEV TC-83 cytopathic effect inhibition; higher % means a stronger effect; inhibition, % at 20 µM; hits with a dose series show IC50 in µM; 350,000 tested, 0.13% active; in the data active = a potency from the dose series; inconclusive = inhibition mostly from about 14% at the one dose, without a potency; inactive = the rest, 99 in 100 with inhibition below about 12%; note: strong numbers were not always called active
PhoP GFP inhibition: PhoP regulon inhibitors, Salmonella typhi PhoP promoter GFP reporter, confirmatory (AID 1850); inhibition, % at 50 µM; hits with a dose series show IC50 in µM; 310,000 tested, 0.33% active; Salmonella Typhi PhoP-promoter GFP reporter, fluorescence, 4 h; higher % means a stronger effect; in the data active = a potency from the dose series; inconclusive = inhibition mostly from about 25% at the one dose, without a potency; inactive = the rest, 99 in 100 with inhibition below about 19%;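 note: 0% = induced wells with vehicle and 100% = uninduced wells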
H37Rv inhibition: M. tuberculosis growth inhibition, HTS (AID 449762). inhibition, % at 25 µM, or IC50 in µM where a hit was titrated. M. tuberculosis H37Rv growth inhibition, 7H9 media; higher % means a stronger effect. 330,000 tested, 0.59% active; in the data active = a potency from the dose series; inconclusive = inhibition above about 70% without an active follow-up result;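 note: bacterial growth assessed after seven days of incubation; strong numbers were not always called active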
VEEV TC-83 Vero 10K pilot screen: also measured in VEEV TC-83 Vero; calls as there; inhibition, %; measured here: 10K pilot screen inhibition
* hit, by the source's call; i = inactive; ? = inconclusive; nt = not tested or not shown.

SMILES | M. tuberculosis | influenza NS1A | VEEV TC-83 Vero | PhoP GFP inhibition | H37Rv inhibition | others
CCc1ccc(NC(=O)CNC(=O)[C@@H]2Cc3ccccc3CN2)cc1 | -3% | -7% | 0.4% | 3% | -4%
CC(=O)Nc1ccc(N(C(=O)c2ccccn2)C(C(=O)NC2CCCCC2)c2ccc(F)cc2)cc1 (stereo not drawn) | 3% | 1% | 2.4% | 14% | -3%
CCOC(=O)CSC1=C(C#N)C(c2ccco2)C(C(=O)Nc2cccc(C(F)(F)F)c2)=C(C)N1 (stereo not drawn) | 54% | 0% | i | -1% | 6%
COc1ccc(CC(=O)OCC(=O)NC(=O)NC23CC4CC(CC(C4)C2)C3)cc1 | 42% | -2% | i | 12% | 0%
CCOC(=O)Cc1nnc(NC(=O)COc2ccc(F)cc2)s1 | 41% | 6% | i | 14% | 5%
CCCCNC(=O)c1cc2c(=O)n3cccc(C)c3nc2n(Cc2ccccc2)c1=N | 20% | -7% | 3.3% | -3% | ?
CCOc1ccc(S(=O)(=O)N(C)CC(=O)NCc2ccco2)cc1 | -2% | 3% | i | 4% | 1%
COC(=O)c1cc2sccc2n1CC(=O)Nc1cc(OC)cc(OC)c1 | 13% | 9% | i | 4% | 5%
O=C(CCn1c(=S)[nH]c2cc3c(cc2c1=O)OCO3)NCc1ccccc1Cl | -9% | 8% | i | 8% | 5%
CCOC(=O)NCCc1c(C)nc2c(c(C)nn2C(C)(C)C)c1C | 16% | 16% | i | -7% | 8%
Cc1c(C(=O)NC(c2ccccn2)C(F)(F)F)oc2c(F)cccc12 (stereo not drawn) | -3% | 2% | i | -1% | 9%
O=C(COC(=O)c1cccnc1Cl)Nc1ccc2c(c1)OCO2 | 0% | -8% | 1.0% | 8% | -2%
CC(C)Oc1cccc(C(=O)C2CCCN(S(=O)(=O)C(C)C)C2)c1 (stereo not drawn) | 11% | 0% | 1.3% | -22% | 2%
COc1cccc2cc(C(=O)C3=C(O)C(=O)N(Cc4ccco4)C3c3cccnc3)oc12 (stereo not drawn) | -1% | -6% | 0.9% | 13% | -5%
Cc1ccc(C)n1-c1ccc(C(=O)NCc2ccncc2)cc1 | 26% | -6% | 1.3% | -5% | 1%
O=C1CC(=O)N(c2cccc(Cl)c2)C(=O)N1 | -13% | 7% | 0.2% | 1% | -3%
Cc1ccc2ncccc2c1N | 16% | 13% | i | 5% | 2%
Cc1ccc(-n2c(-c3ccncc3)n[nH]c2=S)cc1C | -6% | 5% | 3.2% | 5% | -2%
COc1cc(NC(=O)COC(=O)c2nc3nc(C)cc(C)n3n2)cc(OC)c1 | 4% | 1% | 5.1% | 4% | -1%
Cc1ccc(S(=O)(=O)C(C#N)c2nc3ccccc3nc2OCCO)cc1 (stereo not drawn) | 21% | 6% | 0.5% | -2% | 9%
N/C(=N\N=C\c1cccs1)SC1CC(=O)N(c2cccc([N+](=O)[O-])c2)C1=O (stereo not drawn) | nt | 4% | 0.5% | 2% | -3%
COc1ccccc1N1CCN(C2=CC(=O)CCC2)CC1 | -5% | -7% | 0.5% | -9% | 1%
CN(C)S(=O)(=O)c1cccc(NC(=O)CN2C(=O)NC(CCc3ccccc3)C2=O)c1 (stereo not drawn) | 13% | -10% | 2.7% | -29% | 4%
CCOc1ccccc1NS(=O)(=O)c1ccc(OC)c(OC)c1 | 13% | -6% | 2.4% | 10% | -1%
Cc1ccc(C)n1CCN1CCN(C(=O)c2ccc(Cl)cc2)CC1 | 11% | -3% | 0.5% | -1% | -13%

Structures above that have an NH in an aromatic ring (two):
SMILES | M. tuberculosis | influenza NS1A | VEEV TC-83 Vero | PhoP GFP inhibition | H37Rv inhibition | others
O=C(CCn1c(=S)[nH]c2cc3c(cc2c1=O)OCO3)NCc1ccccc1Cl | -9% | 8% | i | 8% | 5%
Cc1ccc(-n2c(-c3ccncc3)n[nH]c2=S)cc1C | -6% | 5% | 3.2% | 5% | -2%

Other records follow.
SMILES | M. tuberculosis | influenza NS1A | VEEV TC-83 Vero | PhoP GFP inhibition | H37Rv inhibition | others
CC(=O)c1cccc(NS(=O)(=O)c2ccc(-c3cnc(C4CC4)o3)cc2)c1 | 30% | 4% | i | 6% | 1%
CCN(C(=O)CCN1C(=O)S/C(=C\c2ccccc2)C1=O)C1CCS(=O)(=O)C1 (stereo not drawn) | 11% | 0% | 5.5% | 6% | 0%
CCOCCCNC(=O)C1CCC(=O)N1CCc1ccccc1 (stereo not drawn) | -2% | -5% | 2.0% | -11% | 4%
O=C(NCC1CCCO1)C(=O)NCC(c1ccco1)N1CCN(c2ccc(F)cc2)CC1 (stereo not drawn) | 0% | 4% | 0.1% | 10% | 3%
FC(F)(F)c1ccccc1NC(=S)N1CCCCCC1 | 4% | -12% | 0.9% | -6% | -16%
CCNC(=O)c1ccc(-n2nc(C(F)(F)F)c3c2CCCC3)cc1 | 7% | 0% | 2.6% | 2% | 6%
COc1ccc(C/C(C)=N/NC(=S)Nc2ccc(C(C)C)cc2)cc1 | 18% | 2% | 0.4% | -4% | -10%
COC(=O)C(Cc1c[nH]c2ccccc12)NC(=O)C1CC1 (stereo not drawn) | -6% | 7% | 3.7% | -7% | 4%
N#CCc1cccnc1Sc1ccc(Cl)cc1 | 7% | 0% | 1.2% | -15% | 9%
Cc1ccc(Cn2c(N3CCN(CCO)CC3)nc3c2c(=O)n(C)c(=O)n3C)cc1 | -11% | 2% | 2.2% | -1% | -1%
Cc1ccc2[nH]c3c(=O)n(CCN4CCNCC4)cnc3c2c1 | 14% | 6% | 7.7% | 0% | 7% | VEEV TC-83 Vero 10K pilot screen=3.7
O=C(COC(=O)c1ccccc1NC(=O)c1ccco1)NCC1CCCCC1 | 11% | -6% | i | -5% | 0%
Cc1cc(Cl)c(OCCOCCN2CCN(C)CC2)c(Br)c1 | 16% | -3% | i | -3% | 0%
Cc1ccc(C(=O)Nc2nc3n(n2)C(c2ccccc2)CC(=O)N3)cc1 (stereo not drawn) | -2% | nt | 0.3% | -17% | 3%
CN(C)C(=O)CSc1nnc(-c2ccco2)n1-c1ccccc1 | nt | 19% | 1.3% | nt | nt
COC(=O)c1cc(C(=O)NCC2CCCCC2)cc([N+](=O)[O-])c1 | 37% | 0% | 0.9% | 7% | -5%
Cn1c(SCC(=O)Nc2cccnc2Cl)nc2ccccc21 | -1% | 0% | 9.2% | nt | -1%
O=C(NCCCN1CCN(c2ccccc2F)CC1)C1CCC(=O)N1C1CCCCC1 (stereo not drawn) | -17% | 7% | 0.4% | 7% | -16%
O=C(O)c1cccc(NC(=O)c2ccc(Cl)c(S(=O)(=O)N3CCCCCC3)c2)c1 | 17% | 0% | 0.8% | -2% | 10%
O=C(CCCO)CCCCCCCCC[C@H]1N[C@H](CO)[C@@H](O)[C@@H]1O | -5% | 2% | 0.2% | -3% | 1%
CCC(=O)Nc1ccc(S(=O)(=O)NCC2CCCO2)cc1 (stereo not drawn) | -2% | -2% | i | 4% | -10%
CC1CC(CCN)(c2ccccc2)C(C)CN1C (stereo not drawn) | -8% | -11% | i | 8% | -3%
Cc1cccc(-n2c(O)c(C)c(=O)[nH]c2=S)c1 | nt | 0% | 2.2% | nt | nt
Cc1nc(C(=O)NNC(=O)c2ccc(Cl)cc2)cs1 | ? | -2% | 3.3% | 11% | ?
CCCn1c(SCC(=O)Nc2cccc(S(=O)(=O)NC3=NCCCCC3)c2)nc2ccccc2c1=O | 19% | nt | 7.8% | 10% | 4%
Carrying on:
SMILES | M. tuberculosis | influenza NS1A | VEEV TC-83 Vero | PhoP GFP inhibition | H37Rv inhibition | others
Cc1cc(NC(=O)Cn2cnc3c2c(=O)n(C)c(=O)n3C)n(-c2ccccc2)n1 | -9% | 11% | 0.8% | 0% | -5%
NC(=S)N(c1ccccc1)c1ccccc1 | 56% | -6% | 1.3% | 19% | 5%
Cc1cc2occ(CC(=O)N(C)CC(=O)Nc3c(C)cccc3C)c2cc1C | 18% | 10% | 1.3% | -2% | 4%
Cc1cccc(NC(=O)c2cccc(S(=O)(=O)Nc3ccccc3C(=O)O)c2)c1 | 4% | -2% | i | 0% | 3%
N#Cc1ccc(C23CC4(C2)[C@H](CN(Cc2ccc(C(F)(F)F)cc2)[C@@H]4c2ccccc2)C3c2ccccc2)cc1 (stereo partly drawn) | 19% | -2% | 1.1% | 6% | 6%
COc1cccc(NC(=O)CN2CC(c3ccccc3)CC2=O)c1 (stereo not drawn) | -1% | -3% | i | -3% | -5%
O=C(CSc1nnnn1C1CCCC1)NCc1ccc2c(c1)OCO2 | -18% | -2% | i | -2% | 0%
COC(=O)CC1C(=O)NCCN1C(=S)Nc1ccc(F)cc1 (stereo not drawn) | -6% | -19% | 1.9% | 4% | -9%
CCOC(=O)C1=NN(C(=O)Nc2ccc(OC)cc2)C2C(=O)N(c3cccc(C(F)(F)F)c3)C(=O)C12 (stereo not drawn) | -2% | -6% | 1.6% | 3% | -1%
CCSc1nc2cc(C(=O)OC)ccc2c(=O)n1CC | 53% | -16% | i | 2% | 14%
Cc1cc(NC(=O)Cn2cc([N+](=O)[O-])cn2)no1 | -8% | 10% | 0.9% | 1% | -12%
O=C(Nc1ccccc1)Nc1ccccc1Br | 50% | 4% | i | 3% | 0%
CC(C)c1nc(C#N)c(NCCCn2ccnc2)o1 | -6% | -4% | 3.6% | -9% | -3%
Cc1cc([N+](=O)[O-])cc2ncccc12 | -3% | -3% | 1.5% | -3% | -2%
CCOc1ccc(-n2c(SCC(=O)Nc3cc(C)on3)nnc2-c2c[nH]c3ccccc23)cc1 | -1% | 2% | 7.3% | -5% | -3%
CCCC(=O)N1CCN(c2ccc(NC(=O)c3ccc([N+](=O)[O-])o3)cc2)CC1 | nt | -4% | i | nt | nt
CC(C)c1ccc(S(=O)(=O)N2CCN(C(=O)c3cccc(S(=O)(=O)N4CCOCC4)c3)CC2)cc1 | nt | -9% | 0.5% | nt | nt
CCOc1cc(S(=O)(=O)N(CC)CC)ccc1Cl | 3% | -1% | i | -12% | -8%
Cc1cc(C)nc(SC2c3cccc4cccc(c34)C2NS(=O)(=O)c2ccccc2)n1 (stereo not drawn) | 14% | 2% | 3.0% | -1% | 2% | VEEV TC-83 Vero 10K pilot screen=4.8
CCc1cc2c(C)ccc(C)c2nc1SCC(=O)Nc1cc(C)on1 | -18% | -11% | 0.1% | 10% | -5%
Cc1ccccc1NS(=O)(=O)c1ccc(OCCNS(C)(=O)=O)cc1 | -16% | -1% | i | -4% | 4%
Cc1ccc(-n2c(CNc3ccc(F)cc3)nnc2SCC(N)=O)cc1 | 13% | 7% | 6.7% | 4% | -6%
O=C(OCC(=O)N1CCCCCC1)c1n[nH]c(=O)c2ccccc12 | nt | 18% | 0.6% | -8% | -1%
CN1CCN(c2ccc(C(CC(N)=O)NC(=O)Cc3ccc(Br)cc3)cc2[N+](=O)[O-])CC1 (stereo not drawn) | -14% | -7% | 0.3% | 1% | -6%
O=C(CS(=O)(=O)c1ccccc1)Nc1nnc(Cc2ccccc2)s1 | 31% | -3% | 1.7% | -5% | 7%
Further results
SMILES | M. tuberculosis | influenza NS1A | VEEV TC-83 Vero | PhoP GFP inhibition | H37Rv inhibition | others
COCCNC(=S)N(CCc1c(C)[nH]c2ccc(OC)cc12)Cc1cccnc1 | -9% | -9% | 0.1% | -2% | -1%
CC(C)CC(=O)NC(=S)Nc1ccc(S(=O)(=O)N2CCCC2)cc1 | 35% | -6% | 2.9% | 6% | 3%
O=S(=O)(Nc1ccc(-c2nnc(SCc3ccc(Cl)cc3)o2)cc1)c1ccccc1 | 38% | 13% | 2.0% | 11% | -6%
COC(=O)c1cc(-c2ccc(F)cc2)n(-c2ccccc2)n1 | 14% | 1% | 0.3% | -5% | 6%
COc1cc(C2C3C(=O)N(c4ccccc4)C(=O)C3ON2c2ccccc2)cc(OC)c1OC (stereo not drawn) | -1% | -1% | 0.7% | -1% | 1%
CC(=O)Nc1c(C#N)c(C(C)(C)C)cn1C | -2% | -3% | 0.6% | 2% | 3%
COc1ccc(OC)c(NC(=O)C(CC(=O)O)NCc2ccco2)c1 (stereo not drawn) | -4% | 11% | 1.0% | 10% | -15%

Quoted at random: 4 records from the list.
SMILES | M. tuberculosis | influenza NS1A | VEEV TC-83 Vero | PhoP GFP inhibition | H37Rv inhibition | others
CCSc1nc2cc(C(=O)OC)ccc2c(=O)n1CC | 53% | -16% | i | 2% | 14%
CN1CCN(c2ccc(C(CC(N)=O)NC(=O)Cc3ccc(Br)cc3)cc2[N+](=O)[O-])CC1 (stereo not drawn) | -14% | -7% | 0.3% | 1% | -6%
O=C(COC(=O)c1cccnc1Cl)Nc1ccc2c(c1)OCO2 | 0% | -8% | 1.0% | 8% | -2%
CC(C)CC(=O)NC(=S)Nc1ccc(S(=O)(=O)N2CCCC2)cc1 | 35% | -6% | 2.9% | 6% | 3%

High-throughput results from PubChem BioAssay.
